PfG6PD inh – PfG6PD (Plasmodium falciparum) enzyme inhibition | PfGluPho enzyme, NADPH resazurin-diaphorase fluorescence | inhibition, % at 20 µM | 0.78% of 350,000 active;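 active = inhibition reaching at least a set limit at 20 µM in the primary screen, cut at about 59% in these data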;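 note: 0% = DMSO wells with substrate and 100% = DMSO wells lacking glucose-6-phosphate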
hIAP activ – increases human intestinal alkaline phosphatase activity | AID 2524 | 0.16% of 330,000 active | purified human IAP, CDP-Star luminescence, 30 min; active compounds read high; 1 = vehicle-only enzyme, 0 = enzyme-free background | P09923 | activation factor at 10 µM;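 active = activation factor of the enzyme at least 2-fold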; note: the source names both 10 and 20 µM as test concentration; values of inactives mirror those of a sister screen read the other way
mIAP inh – blocks mouse intestinal alkaline phosphatase. purified mouse IAP, CDP-Star luminescence, 30 min. inhibition, % at 10 µM. 0.2% of 330,000 active. AID 2806;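 active = inhibition of at least 40% at 10 µM in the primary screen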;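 note: plate controls were DMSO with enzyme for no effect and no enzyme wells for full effect; values of inactives mirror those of a sister screen read the other way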
hIAP inh – blocks human intestinal alkaline phosphatase | AID 2544 | purified IAP, CDP-Star luminescence, 30 min | inhibition, % at 10 µM | 0.12% of 330,000 active | P09923;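 active = inhibition reaching a set limit with compound at 10 µM in the primary screen, cut at about 35% in these data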;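 note: plate controls were DMSO wells with enzyme for no effect and no-enzyme buffer wells for full effect; values of inactives mirror those of a sister screen read the other way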
HKDC1 inhibitor – inhibitors of human hexokinase HKDC1. Q2TB90. 0.16% of 340,000 active. inhibition, % at 20 µM. recombinant HKDC1, G6PDH/diaphorase resazurin coupled fluorescence. AID 493160;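 active = inhibition above about 35% when tested at 20 µM, limit read from the data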;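 note: plate controls were DMSO wells with enzyme for no effect and DMSO wells lacking enzyme for full effect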
Target sequence (Q2TB90 whole entry, looked up): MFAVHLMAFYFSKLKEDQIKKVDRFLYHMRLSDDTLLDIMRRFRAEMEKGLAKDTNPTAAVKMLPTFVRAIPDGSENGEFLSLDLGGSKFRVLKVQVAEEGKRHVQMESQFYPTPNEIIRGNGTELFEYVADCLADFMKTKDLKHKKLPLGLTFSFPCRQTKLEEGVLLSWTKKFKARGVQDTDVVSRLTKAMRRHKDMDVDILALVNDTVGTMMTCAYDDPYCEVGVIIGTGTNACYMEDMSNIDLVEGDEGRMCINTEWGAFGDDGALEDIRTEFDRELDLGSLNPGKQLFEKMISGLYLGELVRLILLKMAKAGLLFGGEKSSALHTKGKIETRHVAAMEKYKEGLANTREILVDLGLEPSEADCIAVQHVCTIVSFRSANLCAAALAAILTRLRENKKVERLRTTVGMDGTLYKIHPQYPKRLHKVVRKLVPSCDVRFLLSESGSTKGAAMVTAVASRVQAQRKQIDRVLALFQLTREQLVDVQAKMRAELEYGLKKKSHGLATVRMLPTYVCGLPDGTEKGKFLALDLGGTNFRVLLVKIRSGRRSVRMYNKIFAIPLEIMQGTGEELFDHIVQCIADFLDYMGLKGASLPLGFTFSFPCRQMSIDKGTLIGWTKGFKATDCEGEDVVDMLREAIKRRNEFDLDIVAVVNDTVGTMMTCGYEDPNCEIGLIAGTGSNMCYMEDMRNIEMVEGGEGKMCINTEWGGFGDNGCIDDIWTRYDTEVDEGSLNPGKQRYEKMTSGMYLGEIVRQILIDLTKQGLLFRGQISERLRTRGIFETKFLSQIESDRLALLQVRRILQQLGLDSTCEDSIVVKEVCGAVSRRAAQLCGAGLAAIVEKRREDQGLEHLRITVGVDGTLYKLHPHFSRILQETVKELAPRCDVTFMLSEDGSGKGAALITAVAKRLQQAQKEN
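Test system: recombinant HKDC1 (HK5) hexokinase enzyme, produced in-house / Doses: 20 µM test compound, 1% DMSO / Timing: 90 min, room temperature / Detection: G6PDH/diaphorase-coupled fluorescence, 1 mM NADP, 100 µM resazurin, 525/613 nm / Control set: DMSO wells with and without enzyme mix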
ATG4B inhibitor – blocks human ATG4B protease cleavage of LC3 substrate. ATG4B cleavage of LC3-PLA2, NBD-HPC fluorescence, 1 h. inhibition, % at 8.33 µM. 0.51% of 340,000 active; in the data active = inhibition above about 40%
APOBEC3A inh – inhibitors of human APOBEC3A DNA deaminase. P31941. recombinant A3A, FAM/TAMRA ssDNA deamination fluorescence. inhibition, % at 20 µM. 0.41% of 330,000 active. AID 493011;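 active = at least 40% inhibition at 20 µM here, with at most 30% in a related deaminase screen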;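 note: plate controls were A3A with DMSO for no effect and wells lacking A3A enzyme for full effect; some results filed as inactive read as strong as hits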
mIAP activ – increases mouse intestinal alkaline phosphatase activity; muIAP, CDP-Star luminescence, 30 min; active compounds read high; 1 = vehicle-only enzyme signal, 0 = enzyme-free wells; activation factor at 10 µM; 0.24% of 330,000 active;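 active = activation factor of at least 2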; note: the source names both 10 and 20 µM as test concentration; values of inactives mirror those of a sister screen read the other way
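System: mouse IAP enzyme. Reagent: CDP-Star chemiluminescent phosphatase substrate. Benchmarks: DMSO wells, no-enzyme wells. Times: 30 min enzyme-substrate-compound incubation at room temperature. Detection: luminescence from enzymatic CDP-Star hydrolysis. Doses: test compounds delivered from DMSO solution.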
* marks the source's active call; other numbers are inactive results.

SMILES	PfG6PD inh	hIAP activ	mIAP inh	hIAP inh	HKDC1 inhibitor	ATG4B inhibitor	APOBEC3A inh	mIAP activ
CCOc1c(C)cnc2c1c(=O)n(Cc1ccccc1F)c(=O)n2C	-1	0.92	-5	8	-8	-8	1	1.1
COC(=O)c1sc(N)c(C(=O)OC)c1COC(=O)CNS(=O)(=O)c1cccc(C#N)c1	0	1	10	-1	-7	32	-2	0.9
O=C(NCCc1ccc(Cl)cc1)C1COc2ccccc2O1 (stereo not given)	-5	1	-5	0	-1	12	6	1.1
CCC(=O)NNc1ncnc2c1cnn2-c1ccccc1	-5	1.6	19	-56	-2	1	2	0.81
Cc1cccc(C(=O)N2CCCC(c3nc(-c4ccc(F)cc4)no3)C2)c1 (stereo not given)	-1	1.1	8	-10	0	-11	-5	0.92
Cc1ccnc2c(N3C(=O)C4C5C=CC(C5)C4C3=O)cccc12 (stereo not given)	-12	1	-12	-2	2	8	2	1.1
CC(=O)Oc1ccc(-c2cc3c(OC(C)=O)cc(OC(C)=O)cc3oc2=O)cc1	21	0.91	3	9	9	6	-6	0.97
CCCCN(CC(=O)NCc1ccc(Cl)cc1)S(=O)(=O)c1ccc2c(c1)OCCO2	13	0.98	-5	2	-1	-7	1	1.1
Clc1ccccc1CNCc1ccncc1	-9	1.2	-12	-21	-7	-3	-5	1.1
COCc1nnc(NC(=O)c2ccc(S(=O)(=O)N3CCCc4ccccc43)cc2)o1	-20	1	14	0	9	-10	0	0.86
COc1cc2ccccc2cc1C(=O)Nc1cccnc1	-15	1	-6	-3	-2	-12	-1	1.1
COC(=O)c1cccc(NC(=O)C(C)(C)C)c1	-12	1	-13	-3	0	5	0	1.1
Cc1ccc(NC(=O)n2ncc3c(C)cccc32)c(C)c1	-7	1	3	0	-4	-2	-2	0.97
CCN(C(=O)COC(=O)c1ccc(Cl)c(S(=O)(=O)N2CCCCC2)c1)C1CCS(=O)(=O)C1 (stereo not given)	-15	0.89	-7	11	1	7	2	1.1
Cc1ccc(OCCn2cc(/C=C/C(=O)O)c3ccccc32)cc1	-28	0.97	5	3	-1	5	-4	0.95
CCNc1nc(NC(C)C)nc(OCCOC(=O)c2ccccc2)n1	3	0.84	2	16	0	9	0	0.98
Cc1ccc(Sc2c([N+](=O)[O-])ncn2C)cc1	-1	0.9	-1	10	2	3	-2	1
CCc1ccc(-c2cc(C(F)(F)F)n3nc(C(=O)Nc4cnn(Cc5ccc(C)cc5)c4)cc3n2)s1	-3	1.1	9	-7	1	12	-3	0.91
CCN1CCc2c(sc(NC(=O)c3ccc(S(=O)(=O)N4CC(C)OC(C)C4)cc3)c2C(N)=O)C1 (stereo not given)	8	1.2	8	-19	-3	-10	-7	0.92
Cc1sc2nc(CSC(C)C(=O)Nc3ccc(C(N)=O)cc3)[nH]c(=O)c2c1C (stereo not given)	3	1	18	-2	9	5	5	0.82
C=CCOc1c(Br)cc(/C=N\n2nnnc2N)cc1OC	12	1	0	0	-2	-12	4	1
Cc1cc(C)c(C(N)=O)c(Cl)n1	-1	1	-13	0	-2	-5	0	1.1
CCn1c(=O)c(C(=O)NCCCO)c(O)c2ccccc21	5	0.96	0	4	-5	-12	-7	1
CCCNC(=O)C(NS(=O)(=O)c1cccc2nsnc12)c1ccccc1 (stereo not given)	-12	0.93	8	7	3	-7	1	0.92
CO/N=C/c1cccn1-c1nccc(N(C)C)c1C#N	2	1.2	-7	-22	-15	0	-5	1.1

Three of the compounds above, with bars between the fields:
canonical_smiles | PfG6PD inh | hIAP activ | mIAP inh | hIAP inh | HKDC1 inhibitor | ATG4B inhibitor | APOBEC3A inh | mIAP activ
Cc1ccc(OCCn2cc(/C=C/C(=O)O)c3ccccc32)cc1 | -28 | 0.97 | 5 | 3 | -1 | 5 | -4 | 0.95
CCNc1nc(NC(C)C)nc(OCCOC(=O)c2ccccc2)n1 | 3 | 0.84 | 2 | 16 | 0 | 9 | 0 | 0.98
Cc1ccc(Sc2c([N+](=O)[O-])ncn2C)cc1 | -1 | 0.9 | -1 | 10 | 2 | 3 | -2 | 1

The main list resumes, starting 4 compounds before the break.
SMILES	PfG6PD inh	hIAP activ	mIAP inh	hIAP inh	HKDC1 inhibitor	ATG4B inhibitor	APOBEC3A inh	mIAP activ
Cc1cc(C)c(C(N)=O)c(Cl)n1	-1	1	-13	0	-2	-5	0	1.1
CCn1c(=O)c(C(=O)NCCCO)c(O)c2ccccc21	5	0.96	0	4	-5	-12	-7	1
CCCNC(=O)C(NS(=O)(=O)c1cccc2nsnc12)c1ccccc1 (stereo not given)	-12	0.93	8	7	3	-7	1	0.92
CO/N=C/c1cccn1-c1nccc(N(C)C)c1C#N	2	1.2	-7	-22	-15	0	-5	1.1
COc1ccc(CNC(=O)COC(=O)c2cc3ccccc3cc2O)cc1OC	14	1	-7	-4	7	-9	1	1.1
CCCCC(=O)Nc1cc([N+](=O)[O-])ccc1F	-14	0.84	3	16	-9	6	-3	0.97
CCOc1cc(CNc2ccccc2)cc(Br)c1OCc1ccccc1F	-12	0.95	8	5	3	13	-5	0.92
Cc1nnc(NCc2ccco2)c2ccccc12	7	1	-4	-3	-6	4	4	1
CC(CC(=O)c1cccs1)CC(=O)c1cccs1	14	1	-2	-3	-11	-6	-6	1
Cc1cccc(C(C)C)c1NC(=O)CN1C(=O)NC2(CCc3ccccc32)C1=O (stereo not given)	-5	0.97	0	2	-1	5	3	1
COc1ccc(-c2nnn(CC(=O)N(Cc3ccco3)C(C(=O)NCC3CCCO3)c3ccco3)n2)cc1 (stereo not given)	8	1.1	7	-12	-2	-3	3	0.93
Cc1ccccc1C1N(c2nccs2)C(=O)C2CCCN21 (stereo not given)	-5	0.86	3	14	-8	5	-2	0.97
COCC(C)NC(=O)COc1ccc(Cl)cc1Cl (stereo not given)	-1	0.85	13	15	0	-6	-1	0.87
O=C(CN1C(=O)COc2ccccc21)NNC(=O)Nc1ccccc1F	1	1.2	4	-24	-3	-18	-4	0.96
COc1ccc(C(CC(=O)Nc2ccccn2)N2Cc3ccccc3C2=O)cc1OC (stereo not given)	-11	1	-2	-2	-1	-7	-3	1
N=C1C(c2nc3ccccc3s2)=C(O)CN1Cc1ccccc1	4	1.1	1	-15	-3	2	-1	0.99
N#Cc1ccc(CSc2nnc(-c3cnccn3)o2)cc1	6	1	-1	-3	-3	0	-3	1
Cc1cccc(-c2nnc(SCC(=O)O)n2Cc2ccccc2)c1	4	1.2	-19	-17	-4	7	0	1.2
C=CCn1cc(C(=O)NCCCN(CC)CC)c(=O)c2cc(S(=O)(=O)N3CCC(C)CC3)ccc21	28	1.1	3	-13	-1	0	-1	0.97
COc1ccc(C(C)=O)c2c(O)cccc12	21	0.82	5	18	14	9	1	0.95
O=C(Nc1cc(S(=O)(=O)N2CCOCC2)ccc1Cl)C(=O)c1c(-c2ccccc2)cc2ccccn12	10	0.94	15	6	-1	-8	0	0.85
Cc1ccc(N(CC(=O)NC2CCCC2)C(=O)c2c(C)noc2C)cc1C	-14	1.1	3	-5	-5	-3	-2	0.97
CC1CCC2(CC1)NC(=O)N(NC(=O)C1CCN(C(=O)c3ccc(Cl)cc3)CC1)C2=O (stereo not given)	0	0.91	6	9	-8	-14	-3	0.94
O=C(NCCNC1CCC(c2ccccc2)CC1)c1cccs1 (stereo not given)	-4	0.92	7	8	0	-2	-1	0.93
COC(=O)CSc1nnc(NC(=O)c2ccc3c(c2)OCO3)s1	49	0.86	-1	14	-2	2	-2	1
O=C(Nc1ccc2c(c1)C(=O)NC2=O)c1ccc(Cl)s1	1	1.2	-2	-16	-4	-9	-5	1
Cc1nc(C(N)=O)c(N)n1CCc1ccccc1	32	1.1	1	-12	0	4	-8	0.99
C=CCn1c(=NC(=O)c2cc(-c3cccs3)nc3ccccc23)sc2cc(S(N)(=O)=O)ccc21	14	1.1	12	-11	-7	-1	-3	0.89
Cc1ccc(C)c(-n2c(CNC(=O)c3ccco3)nnc2SCC(=O)Nc2nnc(C)s2)c1	-11	1.1	-8	-10	-8	-6	-2	1.1

7 compounds from above, limited to HKDC1 inhibitor and APOBEC3A inh:
structure	HKDC1 inhibitor	APOBEC3A inh
COc1ccc(C(C)=O)c2c(O)cccc12	14	1
O=C(Nc1cc(S(=O)(=O)N2CCOCC2)ccc1Cl)C(=O)c1c(-c2ccccc2)cc2ccccn12	-1	0
Cc1ccc(N(CC(=O)NC2CCCC2)C(=O)c2c(C)noc2C)cc1C	-5	-2
CC1CCC2(CC1)NC(=O)N(NC(=O)C1CCN(C(=O)c3ccc(Cl)cc3)CC1)C2=O (stereo not given)	-8	-3
O=C(NCCNC1CCC(c2ccccc2)CC1)c1cccs1 (stereo not given)	0	-1
COC(=O)CSc1nnc(NC(=O)c2ccc3c(c2)OCO3)s1	-2	-2
O=C(Nc1ccc2c(c1)C(=O)NC2=O)c1ccc(Cl)s1	-4	-5

(continued)
SMILES	PfG6PD inh	hIAP activ	mIAP inh	hIAP inh	HKDC1 inhibitor	ATG4B inhibitor	APOBEC3A inh	mIAP activ
Cc1nc2sc(C(c3ccccc3)N3CCN(c4ccccc4F)CC3)c(O)n2n1 (stereo not given)	-2	1.1	7	-15	-8	-3	1	0.93
Cc1ccccc1NC(=O)Cc1nc(COC(=O)c2ccccn2)cs1	15	1.2	-4	-18	-3	3	11	1
O=C(CS(=O)c1cccc(Cl)c1)Nc1ccccc1Cl (stereo not given)	10	0.98	2	2	1	-1	3	0.98
CC1CSc2nc3sc4c(c3c(=O)n21)CCCC4 (stereo not given)	20	0.95	7	5	-4	3	-5	0.93
CCCc1nc2oc3c(NCCOCCO)ncnc3c2c2c1COC(C)(C)C2	44	0.88	7	12	39*	-9	-1	0.93
CCOC(=O)c1c(/N=C/c2cc(OC)cc([N+](=O)[O-])c2O)sc(C)c1C	7	0.93	21	7	2	11	1	0.79
O=C(COc1ccccc1)Nc1nnc(S(=O)(=O)N2CCCCCC2)s1	-41	1.3	4	-33	2	-7	-3	0.96
CC(C)=N/N=C(\c1cccc([N+](=O)[O-])c1)C12CN3CN(CN(C3)C1)C2	-2	1	-19	-4	11	-3	0	1.2
CCc1c(C)nc2ncnn2c1N1CCC(C(=O)NCc2cccc(OC)c2)CC1	-4	1	-6	-2	8	2	1	1.1
C[C@H](NC(=O)c1ccc2c(c1)OCO2)c1nnc2ccccn12	-16	1.1	-2	-8	-1	17	-6	1
